# Source: PubChem
# PME-1 inh: PME-1 inhibitors via competitive probe labeling, primary screen, biochemical, fluorescence polarization, FP-Rh probe, HTS; Protein phosphatase methylesterase 1 (Homo sapiens), Q9Y570; recombinant PME-1; inhibition, % at 5.9 µM; 0.53% of 320,000 active; AID 2130, 2009;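 active means inhibition above the campaign mean of all compounds plus 3 SD, cut at about 26% in these data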;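 further: competitive labeling of PME-1 active site by serine hydrolase directed probe; 0% = PME-1 with DMSO and 100% = wells lacking PME-1 enzyme; inhibitors block probe labeling so polarization falls and inhibition rises; many of its hits are not listed in these tables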
# LYPLA2 inh: LYPLA2 inhibitors, primary screen, counter-screen for PME1 inhibitor project, biochemical, fluorescence polarization, FP-Rh probe ABPP; Acyl-protein thioesterase 2 (Homo sapiens), O95372; recombinant LYPLA2; inhibition, % at 5.9 µM; 0.38% of 320,000 active; AID 2177, 2009;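 active means inhibition above the screen-wide mean plus 3 SD, limit set per campaign, cut at about 26% in these data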;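 further: 0% = LYPLA2 with DMSO and 100% = wells lacking LYPLA2 enzyme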
# GSTO1 inh: inhibitors of recombinant GSTO1, primary screen, counter-screen for RBBP9 inhibitor project, biochemical, fluorescence polarization. Glutathione S-transferase omega-1 (Homo sapiens), P78417. activity-based probe fluorescence polarization. inhibition, % at 5.96 µM. 1.1% of 300,000 active. AID 1974, 2009;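 active means inhibition above the campaign mean inhibition plus 3 SD, cut at about 35% in these data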;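 further: 0% = GSTO1-1 with DMSO and 100% = wells lacking GSTO1-1 enzyme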
# pPAFAH FP inh: pPAFAH enzyme inhibitors, primary screen, biochemical, fluorescence polarization, human; recombinant pPAFAH, FP-rhodamine probe fluorescence polarization; 1.5% of 330,000 active; inhibition, % at 3.39 µM; AID 463082, 2010;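 active means inhibition above the mean inhibition across the screen plus 3 SD, cut at about 25% in these data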;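 further: inhibitors block binding of the rhodamine activity-based probe so polarization drops; 0% = enzyme with DMSO and 100% = wells lacking pPAFAH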
# PREPL inhibitor: PREPL enzyme inhibitors, primary screen, biochemical, fluorescence polarization; 0.68% of 320,000 active; Prolyl endopeptidase-like (Homo sapiens), Q4J6C6; AID 2751, 2010; inhibition, % at 5.96 µM; recombinant PREPL, fluorescence polarization activity-based probe; in the data active means inhibition above about 43%;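 further: 0% = enzyme with DMSO and 100% = wells lacking enzyme; many of its hits are not listed in these tables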
# PAFAH1B3 inh: PAFAH1B3 enzyme inhibitors, primary screen, biochemical, fluorescence polarization, human; recombinant PAFAH1B3, FP-rhodamine probe; inhibition, % at 3.39 µM; 0.28% of 340,000 active; AID 492972, 2010;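 active means inhibition above the screen-wide average of all tested compounds plus 3 SD, cut at about 25% in these data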;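 further: 0% = enzyme with DMSO only and 100% = wells lacking PAFAH1B3 protein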
# LYPLA1 inh: LYPLA1 inhibitors, primary screen, counter-screen for PME1 inhibitor project, biochemical, fluorescence polarization, FP-Rh probe ABPP | inhibition, % at 5.9 µM | recombinant LYPLA1 | Acyl-protein thioesterase 1 (Homo sapiens), O75608 | 0.16% of 320,000 active;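 active means inhibition above the mean of all tested compounds plus 3 SD, set per campaign, cut at about 14% in these data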;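 further: inhibitors block serine hydrolase probe labeling of LYPLA1 so polarization falls; 0% = enzyme with DMSO and 100% = wells lacking LYPLA1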
# PAFAH1B2 inh: PAFAH1B2 enzyme inhibitors, primary screen, biochemical, fluorescence polarization, human | recombinant PAFAH1B2, FP-rhodamine activity probe | AID 492953, 2010 | Platelet-activating factor acetylhydrolase IB subunit alpha2 (Homo sapiens), P68402 | 1.2% of 340,000 active | inhibition, % at 3.39 µM;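 active means inhibition above the mean of all tested compounds plus 3 SD, cut at about 24% in these data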;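 further: 0% = enzyme with DMSO and 100% = wells lacking PAFAH1B2; many of its hits are not listed in these tables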
# Target sequence (P68402 whole entry, looked up): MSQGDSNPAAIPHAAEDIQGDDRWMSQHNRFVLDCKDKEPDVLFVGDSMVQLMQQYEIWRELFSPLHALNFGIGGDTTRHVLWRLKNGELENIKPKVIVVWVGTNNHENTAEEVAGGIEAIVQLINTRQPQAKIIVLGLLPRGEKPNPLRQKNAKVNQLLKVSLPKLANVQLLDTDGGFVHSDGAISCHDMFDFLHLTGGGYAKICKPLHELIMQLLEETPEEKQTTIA
# PAD4 FP inh: human PAD4 inhibitors, primary screen, biochemical, fluorescence polarization, 1536-well format. 0.41% of 330,000 active. recombinant PAD4, RCA probe fluorescence polarization. inhibition, % at 6.36 µM;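 active means percent inhibition above a cutoff equal to the mean of all tested compounds plus 3 SD, cut at about 15% in these data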;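 further: 0% = PAD4 with RCA probe and DMSO and 100% = probe without PAD4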
# Target sequence (Q9UM07 whole entry, looked up): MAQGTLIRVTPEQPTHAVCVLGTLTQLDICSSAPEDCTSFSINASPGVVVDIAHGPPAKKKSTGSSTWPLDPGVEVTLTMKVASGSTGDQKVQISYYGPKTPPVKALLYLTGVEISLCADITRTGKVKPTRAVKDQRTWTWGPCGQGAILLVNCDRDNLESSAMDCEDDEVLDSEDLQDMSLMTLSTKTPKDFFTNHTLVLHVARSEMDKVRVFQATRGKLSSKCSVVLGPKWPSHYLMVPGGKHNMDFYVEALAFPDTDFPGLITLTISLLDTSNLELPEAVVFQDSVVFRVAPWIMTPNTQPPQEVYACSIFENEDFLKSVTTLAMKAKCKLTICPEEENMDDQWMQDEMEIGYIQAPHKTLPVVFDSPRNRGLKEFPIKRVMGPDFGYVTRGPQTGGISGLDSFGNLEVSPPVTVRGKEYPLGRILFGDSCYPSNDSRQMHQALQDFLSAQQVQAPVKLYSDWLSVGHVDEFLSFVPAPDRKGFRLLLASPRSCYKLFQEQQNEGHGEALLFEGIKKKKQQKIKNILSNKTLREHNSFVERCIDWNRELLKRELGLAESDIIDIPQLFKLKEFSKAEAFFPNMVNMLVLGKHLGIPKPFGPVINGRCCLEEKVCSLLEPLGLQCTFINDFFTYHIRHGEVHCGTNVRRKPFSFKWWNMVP
# Starred values were filed as active, the others as inactive; . = no result given.
SMILES,PME-1 inh,LYPLA2 inh,GSTO1 inh,pPAFAH FP inh,PREPL inhibitor,PAFAH1B3 inh,LYPLA1 inh,PAFAH1B2 inh,PAD4 FP inh
COc1ccc(Cc2nnc(SCC(=O)N(C)CC(=O)Nc3ccc(C)cc3)o2)cc1,-1.8,-3.2,11.3,4.3,-9.7,3.9,-0.4,5.4,2.1
COc1ccc(CCN2C(=O)C3C4C=CC(C4)C3C2=O)cc1OC (stereo unspecified),-1.6,-1.9,-0.9,3.7,3.2,5.1,-0.7,4.0,-0.8
COc1ccc(NC(=O)CS(=O)c2cccc(C(F)(F)F)c2)cc1 (stereo unspecified),-4.1,-2.9,1.6,6.7,-3.3,-2.2,0.4,0.0,-2.4
COCCCn1c(=O)c2sccc2n(Cc2cccc(F)c2)c1=O,-0.7,2.3,10.8,-3.1,0.7,3.6,1.8,1.1,-5.4
COc1cc(OC)cc(C(=O)N[C@H](C(=O)OCC(=O)Nc2ccc(F)c(F)c2)C(C)C)c1,5.0,-7.4,4.8,4.6,-16.6,2.2,-8.6,-1.7,2.2
CC(=O)NCC(=O)OCC(=O)c1ccccc1,2.7,7.4,-0.6,4.5,7.3,4.8,-1.2,3.8,0.8
CCOc1cc(C(=O)Nc2ccc(N3CCOCC3)cc2)cc(Br)c1OC,6.2,0.9,2.2,5.4,8.5,4.9,2.4,0.0,6.6
O=C(Nc1ccccc1Cl)c1cnccn1,4.8,5.2,1.6,10.7,19.8,1.3,4.3,2.7,3.0
COc1ccc(/C=C\C(=O)NCC(=O)N/N=C/c2cccc(OC)c2O)cc1,-7.5,-11.2,-9.9,6.7,11.7,4.9,-3.3,0.3,-4.6
COc1ccc(C2CC(=O)c3cnc(NC(=O)c4ccccc4)nc3C2)cc1OC (stereo unspecified),1.4,5.2,-0.2,0.7,1.8,7.5,-0.2,-1.2,-4.5
Cc1ccc(S(=O)(=O)N(C)C[C@@H]2Oc3ccc(NC(=O)Cn4cnnn4)cc3C(=O)N([C@@H](C)CO)C[C@H]2C)cc1,.,.,.,3.3,6.7,7.7,.,2.3,-4.7
COc1ccc(N2CCN(CCNC(=O)c3ccc4c(c3)[nH]c(=S)n3c5ccccc5nc43)CC2)cc1,-1.0,-0.1,-8.3,3.4,5.4,-2.2,-0.6,3.5,-3.0
CCC(c1nnnn1CCc1ccccc1)N(Cc1ccco1)Cc1cc2cc(C)cc(C)c2[nH]c1=O (stereo unspecified),-4.9,3.5,1.2,-0.1,-8.7,-7.8,1.2,0.3,-8.0
CC(=O)Nc1ccc(S(=O)(=O)N2CCC(C(=O)O)(c3ccccc3)CC2)cc1,-1.8,2.0,4.2,0.6,-6.1,4.5,0.5,5.7,0.3
OCC1(CC2CCCCO2)CCN(Cc2ccccc2-c2ccco2)CC1 (stereo unspecified),-4.3,0.0,1.3,2.9,16.1,9.2,-2.5,-0.1,-1.2
Cc1ccc(S(=O)(=O)NCc2csc(-c3cccs3)n2)cc1,-1.6,2.4,19.5,2.9,-40.7,1.7,-1.1,12.8,-2.8
NC(N)=Nc1nc(-c2ccccc2)c2cc(Cl)ccc2n1,-5.3,-3.5,1.3,-2.2,-13.9,11.6,-1.8,1.7,0.0
COc1cccc(N2C(=O)Nc3ccc(Br)cc3C2(O)C(=O)NCCCN(C)C)c1 (stereo unspecified),-4.2,-3.0,-2.0,3.3,11.7,6.6,-2.8,7.0,3.0
CSc1cccc(NC(=O)CSc2ncccc2C(=O)Oc2cccc([N+](=O)[O-])c2)c1,-15.6,-19.4,4.2,-9.2,7.8,-0.2,-18.5,-2.2,-3.9
CC1=CC=CC2=NC(=O)CC(C)(C(=O)N(CC(=O)NC(C)C)C3CCCC3)N12 (stereo unspecified),-1.2,5.1,3.5,1.2,2.9,-2.1,0.7,3.3,0.3
Cc1ccc2nc(SCC(=O)Nc3nonc3N)[nH]c2c1,-7.4,4.3,15.9,5.8,-1.1,0.9,-2.9,10.4,3.9
COc1ccc2[nH]cc(CCNC(=O)CS(=O)(=O)Cc3ccccc3)c2c1,2.7,2.3,-1.4,4.0,14.4,6.9,-0.2,8.4,6.5
Cc1ccc(SCCNC(=O)/C=C/c2ccc([N+](=O)[O-])cc2)cc1,-2.6,8.6,3.9,3.3,5.3,-2.6,-1.3,14.7,6.7
N#Cc1ccc(OCC(=O)N2CCN(c3ccc(C(F)(F)F)cn3)CC2)cc1,3.9,64.1*,.,-8.8,-7.8,13.0,3.7,5.2,-8.9
CCCc1cc(C(=O)Nc2cc(C)nn2-c2ccccc2)no1,-9.5,-0.9,1.9,4.5,-6.7,2.5,-0.7,4.0,0.0
CCCCc1c(C)nc2ccccc2c1SCCC#N,3.9,3.9,-13.4,16.0,-6.0,3.5,-4.1,1.8,-1.9
Cc1ccc(NC(=S)NCCCN2CCOCC2)cc1C,4.3,6.4,6.1,-2.2,10.8,7.7,2.3,4.9,2.4
COCc1cc(C)n(CC(=O)NC(C)c2ccccc2)c(=O)c1C#N (stereo unspecified),-3.9,-0.8,5.6,0.8,-3.7,-0.5,1.6,3.0,1.9
Cc1[nH]c2ccccc2c1C(=O)COC(=O)Cn1cnc2ccccc21,-6.0,1.4,1.8,1.1,-9.6,-1.4,-6.2,-3.5,0.2
Cc1ccnc(NS(=O)(=O)c2ccc(NS(=O)(=O)c3ccc([N+](=O)[O-])cc3)cc2)n1,-6.5,-6.9,9.4,-6.8,23.3,6.7,0.8,7.1,-2.8
CCOC(=O)N1CCN(C(=O)C2CCCN(S(=O)(=O)c3ccc(F)cc3)C2)CC1 (stereo unspecified),-4.0,4.6,-3.8,2.0,25.6,6.9,1.8,-6.6,-1.2
O=C(NCc1ccc(OC(F)(F)F)cc1)C1CC(c2c(Cl)cccc2Cl)=NO1 (stereo unspecified),-3.5,-5.9,-5.6,37.5*,-17.1,1.9,-2.8,10.4,-2.3
COc1ccc(CCNC(=O)CSc2nnc(CNC(=O)c3ccco3)o2)cc1OC,-8.9,0.0,-4.0,2.9,-6.1,4.4,1.2,0.7,0.6
CN(C)c1oc(-c2ccco2)nc1S(=O)(=O)c1ccc(Br)cc1,10.7,-2.3,.,-0.7,11.7,2.1,-0.4,3.1,-1.3
C1CCC(CNc2c3c(nc4nnnn24)CCCC3)CC1,0.7,4.8,-1.9,-3.4,5.7,-1.4,-1.6,10.8,1.9
COc1cc(-c2c(C#N)c(N)nc3c2CCCC3)cc(OC)c1OC,-5.7,5.4,4.2,4.9,3.4,6.6,4.9,7.1,2.9
O=C(Nc1ccccc1Br)c1cc(=O)c2ccccc2o1,3.1,-1.9,8.3,3.8,-1.4,2.9,-2.1,-1.0,5.9
O=C(CCN=C1NS(=O)(=O)c2ccccc21)OCC(=O)c1ccc(F)c(F)c1,-1.9,5.1,-1.5,2.0,-10.1,-1.7,4.1,4.6,1.5
COc1ccccc1N(CC(O)COc1ccccc1)S(=O)(=O)c1ccccc1 (stereo unspecified),-3.4,-5.9,-2.5,-7.0,-9.3,7.1,-0.8,2.5,-3.1
COc1cccc(CN(C)C(=O)c2cc(COc3c(F)cccc3F)on2)c1,1.8,4.2,9.5,4.6,12.2,-6.8,3.0,-1.2,-0.8
Cn1nc(C(F)(F)F)c(C#N)c1N1CCN(c2ccccc2F)CC1,-6.4,-1.4,5.3,-2.2,-1.3,3.5,0.0,3.6,-4.5
O=c1ccc2ccc(Oc3ccc([N+](=O)[O-])cc3Cl)cc2o1,7.2,69.9*,-6.5,30.4*,26.7,3.8,16.2*,0.7,3.5
O=C(Nc1ccccc1Oc1ccccc1)c1cnccn1,-0.5,4.7,6.6,11.9,9.0,0.3,-2.5,0.8,1.6
COCCCNC(=O)C(=O)NCCCOC(C)C,-7.0,-4.4,1.5,0.0,-5.4,3.8,0.0,1.1,-1.4
COc1cc(C(=O)N2CCN(C(=O)c3cc(-c4ccc(Br)cc4)n[nH]3)CC2)cc(OC)c1OC,6.6,27.9*,-1.4,0.0,22.0,5.0,-3.2,0.8,5.0
Cc1cc(C(=O)COc2cccnc2[N+](=O)[O-])c(C)n1-c1ccccc1,-1.3,10.7,16.0,8.8,-3.2,3.9,0.3,-0.3,2.4
CCOC(=O)c1c(NC(=O)C2COc3ccccc3O2)sc(C(C)=O)c1C (stereo unspecified),-2.9,-3.1,1.3,-0.5,6.6,8.9,-1.5,-3.9,-1.1
O=C(N/N=C/c1c(F)cccc1Cl)c1ccc(Cn2cc(Br)cn2)o1,1.9,-5.0,-4.4,9.2,-12.5,0.2,-4.5,-2.8,4.2
CC(=O)Nc1ccc(S(=O)(=O)N2CCN(Cc3cccs3)CC2)cc1,-1.5,1.4,6.4,3.8,-1.0,4.4,-3.1,6.3,-2.6
O=C(Cn1cc([N+](=O)[O-])cn1)NCCc1c[nH]c2ccccc12,-0.1,4.6,7.3,3.6,0.8,4.7,-2.5,-2.6,-0.2
Cc1cc(C)cc(NS(=O)(=O)c2ccc3[nH]cc(C(=O)NCc4ccco4)c(=O)c3c2)c1,-23.1,-44.1,-25.4,14.7,-6.3,1.4,-27.5,-5.0,-2.9
COc1ccc(-n2ncc(S(=O)(=O)c3ccccc3)c2-c2ccc(Cl)cc2)cc1,4.7,1.9,-8.0,1.1,-0.7,1.7,2.9,2.5,-3.3
CCCCn1c(N)c(N(CCOC)C(=O)COC(=O)c2cc(CC)c(C)s2)c(=O)[nH]c1=O,-0.5,-7.4,7.2,-2.4,18.6,3.8,-0.9,8.4,-0.6
CCN1C2=C(C(=O)CCC2)C(c2ccc(O)c(Br)c2)C2=C1CCCC2=O,-0.8,8.8,16.6,5.8,12.2,0.9,1.6,3.2,1.0
Cc1ccccc1NC(=O)CSc1nnc(-c2ccco2)c(-c2ccco2)n1,6.1,-0.6,54.5*,44.9*,9.2,14.0,-4.8,6.7,-7.6
O=C(c1ccccc1)c1ccccc1C(=O)N1CCOCC1,-0.8,-0.4,-1.5,-0.1,18.6,2.0,0.3,0.8,2.3
COc1nc(Oc2ccc(C(=O)OCC(N)=O)cc2)nc(N(C)C)n1,0.4,3.2,9.8,1.8,16.8,4.8,0.4,4.2,-6.9
O=c1[nH]c(SCc2ccccc2)nc2c1cnn2-c1ccc(F)cc1,-4.8,3.5,-6.3,-8.2,-1.9,1.9,-0.4,3.5,-1.1
COc1cc(OC)cc(-c2sc3ccc(OC)cc3c2C#CCCO)c1,-16.6,-23.3,.,-0.3,19.6,10.0,-19.1,-1.4,-2.2
O=C(O)COCC(=O)N1CCCN(c2nccc(C(F)(F)F)n2)CC1,3.2,-5.4,-2.7,-1.2,-6.7,-1.9,-2.1,1.2,1.5
CCc1c(C)sc(NC(=O)c2ccco2)c1C(=O)N1CCCCC1,-1.6,0.1,-1.5,3.8,5.6,1.0,-2.1,-1.0,1.5
CSc1ccccc1OCc1cc(C(=O)N(C)Cc2ccc3nsnc3c2)no1,8.1,3.1,-7.2,4.2,-4.8,5.0,-0.3,0.9,0.8

# An excerpt, so the mix of outcomes need not match the whole.
